L3MBTL1 inh: L3MBTL1 (human) inhibition; Potency, µM (series often up to 57.1 µM), for inactives: at the highest dose activity, negative = inhibition, most hits filed as inhibitors; AlphaScreen L3MBTL1–H3K9me1 peptide binding; hit rate 0.66% among 230,000; Q9Y468; AID 485360; also: potency is read from the fitted curve at half-maximal effect; % is scaled to controls: 0 for no effect and ±100 for the full control effect; nearly all actives have a fitted effect of over 60% in size
Target sequence (Q9Y468 whole entry, looked up): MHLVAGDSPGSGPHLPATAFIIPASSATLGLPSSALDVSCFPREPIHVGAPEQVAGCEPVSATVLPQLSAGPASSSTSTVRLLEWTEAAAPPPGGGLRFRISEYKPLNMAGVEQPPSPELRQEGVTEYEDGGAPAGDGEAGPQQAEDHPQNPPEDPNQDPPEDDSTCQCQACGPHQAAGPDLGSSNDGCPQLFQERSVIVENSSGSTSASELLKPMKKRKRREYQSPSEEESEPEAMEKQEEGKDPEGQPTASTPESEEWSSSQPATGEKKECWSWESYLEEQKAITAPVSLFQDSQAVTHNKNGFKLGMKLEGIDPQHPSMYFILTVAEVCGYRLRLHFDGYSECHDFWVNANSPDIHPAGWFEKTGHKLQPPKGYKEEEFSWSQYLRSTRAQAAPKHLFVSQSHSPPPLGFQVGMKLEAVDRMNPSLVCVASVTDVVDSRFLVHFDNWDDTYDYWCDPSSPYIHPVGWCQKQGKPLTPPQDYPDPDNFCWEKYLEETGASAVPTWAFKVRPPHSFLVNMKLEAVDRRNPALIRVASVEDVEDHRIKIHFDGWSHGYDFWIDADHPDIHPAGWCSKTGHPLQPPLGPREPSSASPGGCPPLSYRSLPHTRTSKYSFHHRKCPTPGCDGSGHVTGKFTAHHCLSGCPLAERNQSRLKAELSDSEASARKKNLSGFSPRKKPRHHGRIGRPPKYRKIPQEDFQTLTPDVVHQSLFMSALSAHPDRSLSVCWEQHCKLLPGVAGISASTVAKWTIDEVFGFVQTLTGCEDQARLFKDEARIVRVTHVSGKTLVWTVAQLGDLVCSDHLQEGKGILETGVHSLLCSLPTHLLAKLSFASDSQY
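L3MBTL1 50 nM + b-AHA-H3(1-15)K9me1 75 nM, 30 min RT; compound added, 30 min RT; streptavidin donor/Ni-chelate acceptor beads 10 ug/mL each final, 30 min RT dark; AlphaScreen read.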
IMPase Li cell: IMPase inhibition in cells with lithium potentiation. hit rate 0.35% among 210,000. CHO-M1 cells, IP1 TR-FRET (IP-One), carbachol + lithium. Potency, µM (highest dose often 59.4 µM), without a hit: top-dose activity, negative = IMPase inhibition, actives largely listed as inhibitors;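 also: IP1 builds up when IMPase is blocked and the TR-FRET signal falls; potency is read from the fitted curve at half-maximal effect; plate controls were basal vehicle for no effect and high inhibitor control for full effect; nearly all actives have a fitted effect of over 50% in size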
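Steps: plate 2000 CHO-M1 cells per well and culture 16–30 h; add compound and lithium; incubate 30 min, 37C; add d2-IP1 tracer and Eu cryptate anti-IP1 antibody in lysis buffer; read after 10 min at room temperature.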
Luc counter: counter-screen: inhibitors of Kinase-Glo firefly luciferase. hit rate 0.28% among 200,000. Kinase-Glo luciferase, ATP luminescence, 8 min. Potency, µM (series often up to 38.3 µM), for inactives: top-dose activity change, negative = inhibition, actives largely listed as inhibitors. Q27757. AID 1379; also: potency is read from the fitted curve at half-maximal effect; % is scaled to controls: 0 for no effect and ±100 for the full control effect; nearly all actives have a fitted effect of over 60% in size
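Inhibition of Kinase-Glo luciferase light generation was assessed at 10 uM ATP in pH 7.2 imidazole buffer, with luminescence measured after eight minutes at ambient temperature.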
NPSR antag: antagonists of human neuropeptide S receptor cAMP signaling; hit rate 1% among 220,000; Potency, µM (highest dose often 38.3 µM), inactives show top-dose activity change, negative = inhibition, usual class: inhibitors; CHO-NPSR cells, cAMP TR-FRET, antagonist mode; Q6W5P4; also: potency is read from the fitted curve at half-maximal effect; % is scaled to controls: 0 for no effect and ±100 for the full control effect; nearly all actives have a fitted effect of over 50% in size; many of its hits are not listed in these tables
Epigenetic derep: regulators of epigenetic silencing causing reporter derepression in mouse cells; murine LDR cells, GFP reporter derepression, 30 h; Potency, µM (series often up to 53.9 µM), without a hit: at the highest dose GFP activation, usual class: activators; hit rate 0.2% among 280,000; AID 1865; also: potency is read from the fitted curve at half-maximal effect; % of control where 0% means no effect; nearly all actives have a fitted effect of over 60% in size
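Readout is the number of GFP-expressing murine LDR cells, counted by cytometry following washing. Cells were treated with compound for 30 h at 37 C; the stably integrated CMV-GFP locus is normally silent.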
CBFb RUNX1 block: blocks binding between human CBF-beta and RUNX1 | AlphaScreen CBFb-His/RUNX1-biotin binding, biochemical | Potency, µM (titrated, usually from 59.8 µM), for the others: at the highest dose activity, negative = inhibition, most hits filed as inhibitors | 230,000 tested, under 10 active | AID 1477; also: % of control where 0% means no effect
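Interaction loss through any mechanism counts as activity. Pre-formed complex of His-CBF-beta and biotin-RUNX1 (30 nM apiece) is incubated with compound 15 min, then with 50 ng nickel and 50 ng streptavidin beads for 90 min before AlphaScreen detection.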
HttQ103 aggreg: mutant huntingtin aggregation inhibition. AID 1688. Potency, µM (series often up to 46.1 µM), for inactives: at the top dose activity change, negative = inhibition, hits mostly inhibitors. hit rate 1.1% among 220,000. PC12 HttQ103-GFP aggregates, Acumen cytometry, 40 h; also: potency is read from the fitted curve at half-maximal effect; % is scaled to controls: 0 for no effect and ±100 for the full control effect; nearly all actives have a fitted effect of over 60% in size
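Compounds (qHTS titration) were added to PC12 cells expressing an ecdysone-driven HTT exon 1 Q103–GFP fusion after induction with 100 nM tebufenozide. Aggregate formation was measured as GFP objects in cell lysates.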
The depositor's hits bear a star; & = joins results of further samples; [ ] = another dose, or the depositor's remark. Calls follow the shape of the dose curve; as a rule, active = well fitted curve in the direction sought with a large enough effect; inconclusive = small, poorly fitted or top-dose-only effect, or another doubt; inactive = no such curve, though single readings can be large; an effect the other way counts as inactive or inconclusive.

Results for O=C(Nc1ncccn1)c1cc(-c2cccc(Br)c2)nc2ccccc12 ?
L3MBTL1 inh: -5%; IMPase Li cell: 4%; Luc counter: 1%; NPSR antag: -5%; Epigenetic derep: -0.9%; CBFb RUNX1 block: 12%; HttQ103 aggreg: 8%

How did Cc1oc2c(C)c(O)ccc2c(=O)c1-c1ccc2ccccc2n1 do in these assays?
L3MBTL1 inh: 3%; IMPase Li cell: -22%[38.3 µM]; Luc counter: 0%; NPSR antag: -4%[46.1 µM]; Epigenetic derep: -1.1%; CBFb RUNX1 block: 3%; HttQ103 aggreg: 20%

Results for O=C(Nc1nnc(C2CC2)s1)C1CCCO1 (stereo unspecified) ?
L3MBTL1 inh: -1%; IMPase Li cell: 16%; Luc counter: 1%; NPSR antag: 11%; Epigenetic derep: -1.5%; CBFb RUNX1 block: 3%; HttQ103 aggreg: 22%

Results for Cc1cccc(CN2CCSc3sccc3C2=O)c1 ?
L3MBTL1 inh: 5%; IMPase Li cell: 5%; NPSR antag: 10%; Epigenetic derep: 0.0%; CBFb RUNX1 block: 10%; HttQ103 aggreg: 0%[9.22 µM]

How did CC1CCN(c2ncccc2C(=O)O)CC1 do in these assays?
L3MBTL1 inh: -4%; NPSR antag: 1%[46.1 µM]; Epigenetic derep: 0.0%; CBFb RUNX1 block: 5%; HttQ103 aggreg: -1%

What do the screens show for `O=C(O)C(O)C(O)c1nc2ccccc2[nH]1` (stereo unspecified)?
L3MBTL1 inh: 7%; IMPase Li cell: -2%; Luc counter: 2%; NPSR antag: 8%; Epigenetic derep: 3.0%; CBFb RUNX1 block: 13%; HttQ103 aggreg: 18%

What do the screens show for `CCc1nnc(N/N=C/c2ccccc2F)n1N`?
IMPase Li cell: -5%; Luc counter: -3%; NPSR antag: 17%; Epigenetic derep: 2.8%; CBFb RUNX1 block: 1%; HttQ103 aggreg: -33%

What do the screens show for `Cc1ccc(C(=O)N2CCN(c3ccc([N+](=O)[O-])c(N4CCOCC4)c3)CC2)cc1`?
L3MBTL1 inh: 4%; IMPase Li cell: 0%; Luc counter: 1%; NPSR antag: 0%; Epigenetic derep: -1.0%; CBFb RUNX1 block: -4%; HttQ103 aggreg: 6%

How did CC1(C)CC(=O)C2=C(C1)N(Cc1cccnc1)C(=O)C2(NC(=O)c1cccnc1)C(F)(F)F (stereo unspecified) do in these assays?
L3MBTL1 inh: -1%; IMPase Li cell: -9%[38.3 µM]; Luc counter: 1%; NPSR antag: -22%[46.1 µM]; Epigenetic derep: 3.2%; CBFb RUNX1 block: -2%; HttQ103 aggreg: 18%

How did Cc1ccc(S(=O)(=O)NN2C(=O)c3ccccc3NC2(C)C)cc1 do in these assays?
L3MBTL1 inh: 29%; IMPase Li cell: -8%; Luc counter: 1%; NPSR antag: 2%; Epigenetic derep: -1.8%; CBFb RUNX1 block: -2%; HttQ103 aggreg: -13%

What do the screens show for `CC12CCC(c3n[nH]c(=S)nc31)C2(C)C` (stereo unspecified)?
L3MBTL1 inh: 8%; IMPase Li cell: 0%; Luc counter: 2%; NPSR antag: 5%; Epigenetic derep: 1.1%; CBFb RUNX1 block: 8%; HttQ103 aggreg: inconclusive

Results for O=C(/C=C/c1ccco1)NC(=S)Nc1ccc(Cl)cn1 ?
IMPase Li cell: 12%[38.3 µM]; Luc counter: 1%; NPSR antag: -11%[46.1 µM]; Epigenetic derep: 0.7%; CBFb RUNX1 block: inconclusive; HttQ103 aggreg: inconclusive

Results for COc1ccc(CN2CCNC(=O)C2CC(=O)NCc2cn3ccc(C)cc3n2)c(OC)c1 (stereo unspecified) ?
L3MBTL1 inh: 3%; IMPase Li cell: 5%; Luc counter: 2%; NPSR antag: -25%; Epigenetic derep: 4.3%; CBFb RUNX1 block: -1%; HttQ103 aggreg: 8%[9.22 µM]

Results for CC(=O)Nc1cccc(N=NN2CCOCC2)c1 ?
L3MBTL1 inh: 3%; IMPase Li cell: 4%; Luc counter: -3%; NPSR antag: -5%; Epigenetic derep: 0.1%; CBFb RUNX1 block: 5%; HttQ103 aggreg: 14%[9.22 µM]

Results for Nc1nnc(Sc2ccc(Cl)cc2[N+](=O)[O-])s1 ?
L3MBTL1 inh: 2%; NPSR antag: -5%[46.1 µM]; Epigenetic derep: -0.4%; CBFb RUNX1 block: 0%; HttQ103 aggreg: -17%

What do the screens show for `Cc1cc(S(=O)(=O)N(Cc2ccc(C(C)C)cc2)CC2CCCO2)ccc1-n1cnnn1` (stereo unspecified)?
IMPase Li cell: 10%[38.3 µM]; Luc counter: 4%; NPSR antag: inconclusive; Epigenetic derep: -5.1%; CBFb RUNX1 block: -2%; HttQ103 aggreg: 9%[9.22 µM]

Results for Cc1ccc(CS(=O)(=O)CCC(=O)NCC2CCCO2)cc1 (stereo unspecified) ?
L3MBTL1 inh: 7%; IMPase Li cell: 9%[38.3 µM]; Luc counter: -2%; NPSR antag: 18%[46.1 µM]; Epigenetic derep: -2.5%; CBFb RUNX1 block: 1%; HttQ103 aggreg: -3%

How did CCS(=O)(=O)N1CCCC(C(=O)NCc2ccc3c(c2)OCO3)C1 (stereo unspecified) do in these assays?
L3MBTL1 inh: -8%; IMPase Li cell: 9%[38.3 µM]; Luc counter: 4%; NPSR antag: 7%[46.1 µM]; Epigenetic derep: 0.0%; CBFb RUNX1 block: 0%; HttQ103 aggreg: -18%

What do the screens show for `COc1ccccc1Oc1ccc(S(=O)(=O)Nc2cccnc2)cc1`?
L3MBTL1 inh: 8%[11.4 µM]; IMPase Li cell: 27%[38.3 µM]; Luc counter: 4%; NPSR antag: -1%[46.1 µM]; Epigenetic derep: 0.9%; CBFb RUNX1 block: 5%; HttQ103 aggreg: 11µM*

Results for CCOc1ccc(Cn2ccnc2)cc1[N+](=O)[O-] ?
L3MBTL1 inh: 4%; IMPase Li cell: 5%; Luc counter: 1%; NPSR antag: 19%; Epigenetic derep: -1.1%; CBFb RUNX1 block: 9%; HttQ103 aggreg: 17%

Results for NC1=NC[C@@H](Cc2ccc(O)cc2)N1CCCCC1CCCCC1 ?
NPSR antag: 5µM*; Epigenetic derep: -1.5%; CBFb RUNX1 block: 14%; HttQ103 aggreg: -2%[9.22 µM]

How did CC(C)(C)n1ncc2c(=O)n(CC(=O)Nc3ccc4c(c3)OCO4)cnc21 do in these assays?
L3MBTL1 inh: 2%; IMPase Li cell: -7%[38.3 µM]; Luc counter: 0%; NPSR antag: -3%[46.1 µM]; Epigenetic derep: -2.0%; CBFb RUNX1 block: 4%; HttQ103 aggreg: 1%

How did Clc1ccc2nc(CN3CCCCCC3)cn2c1 do in these assays?
L3MBTL1 inh: -6%; IMPase Li cell: 21%[38.3 µM]; Luc counter: -4%; NPSR antag: 0%[46.1 µM]; Epigenetic derep: 0.9%; CBFb RUNX1 block: 1%; HttQ103 aggreg: 12%

What do the screens show for `CC(C)CCn1c(S(=O)(=O)O)nc2ccccc21`?
L3MBTL1 inh: 3%; IMPase Li cell: -12%[38.3 µM]; Luc counter: 2%; NPSR antag: -3%[46.1 µM]; Epigenetic derep: -1.9%; CBFb RUNX1 block: -3%; HttQ103 aggreg: -1%

Results for CN(C)CCCNC(=O)c1cc(Br)ccc1Cl ?
IMPase Li cell: 28%[38.3 µM]; Luc counter: -1%; NPSR antag: -1%[46.1 µM]; Epigenetic derep: -3.0%; CBFb RUNX1 block: 3%; HttQ103 aggreg: 1%

What do the screens show for `COc1ccc(-c2nnn(CC(=O)NCc3ccc4c(c3)OCO4)n2)cc1OC`?
L3MBTL1 inh: -4%; IMPase Li cell: -10%; Luc counter: 5%; NPSR antag: 2%; Epigenetic derep: 1.6%; CBFb RUNX1 block: 2%; HttQ103 aggreg: -9%

How did Cc1sc(NC(=O)C2CCCO2)c(C(N)=O)c1C (stereo unspecified) do in these assays?
L3MBTL1 inh: -21%; IMPase Li cell: 14%; Luc counter: -2%; NPSR antag: 9%; Epigenetic derep: -0.1%; CBFb RUNX1 block: -4%; HttQ103 aggreg: -3%

How did CNCCC(Oc1ccccc1OC)c1ccccc1 (stereo unspecified) do in these assays?
IMPase Li cell: 10%&-22%; Luc counter: -4%; NPSR antag: -11%[46.1 µM]; Epigenetic derep: 1.2%&0.8%; CBFb RUNX1 block: -11%&18%; HttQ103 aggreg: 15%

How did CCc1nc(SCC(N)=O)c2c(=O)n(C)c(=O)n(C)c2n1 do in these assays?
L3MBTL1 inh: 0%; IMPase Li cell: 12%[38.3 µM]; Luc counter: 0%; NPSR antag: 11%[46.1 µM]; Epigenetic derep: 0.0%; CBFb RUNX1 block: 19%; HttQ103 aggreg: -3%

What do the screens show for `CCOC(=O)COn1c(=O)c(-c2cc3ccccc3o2)[n+]([O-])c2ccccc21`?
L3MBTL1 inh: 6%; IMPase Li cell: -4%[38.3 µM]; Luc counter: -5%; NPSR antag: 6%[46.1 µM]; Epigenetic derep: 2.8%; CBFb RUNX1 block: 1%; HttQ103 aggreg: 20%

How did CNC(=O)C1(CC(C)C)C=CCN1C(C)=O (stereo unspecified) do in these assays?
L3MBTL1 inh: 1%; IMPase Li cell: 4%&-1%; Luc counter: -3%&-2%; NPSR antag: 18%; Epigenetic derep: -1.4%&5.0%; CBFb RUNX1 block: 4%[2.36 µM]; HttQ103 aggreg: -7%

Results for CC(C)c1onc(C(=O)Nc2cccnc2Cl)c1[N+](=O)[O-] ?
IMPase Li cell: -8%; Luc counter: -2%; NPSR antag: 20%; Epigenetic derep: 1.6%; CBFb RUNX1 block: 9%; HttQ103 aggreg: 0%

Results for COc1cnc(-c2ccccn2)nc1Oc1ccc(F)cc1F ?
L3MBTL1 inh: inconclusive; IMPase Li cell: 0%; Luc counter: -5%; NPSR antag: -17%; Epigenetic derep: -0.5%; CBFb RUNX1 block: inconclusive; HttQ103 aggreg: 3%

Structures from the list above that have a COOH group:
How did CC1CCN(c2ncccc2C(=O)O)CC1 do in these assays?
L3MBTL1 inh: -4%; NPSR antag: 1%[46.1 µM]; Epigenetic derep: 0.0%; CBFb RUNX1 block: 5%; HttQ103 aggreg: -1%

What do the screens show for `O=C(O)C(O)C(O)c1nc2ccccc2[nH]1` (stereo unspecified)?
L3MBTL1 inh: 7%; IMPase Li cell: -2%; Luc counter: 2%; NPSR antag: 8%; Epigenetic derep: 3.0%; CBFb RUNX1 block: 13%; HttQ103 aggreg: 18%

Only part of the results is shown; rates above refer to the full screens.
